DT40 TDP1 CPT: qHTS for Inhibitors of human tyrosyl-DNA phosphodiesterase 1 (TDP1): qHTS in cells in presence of CPT | 420,000 tested, 12% active | chicken DT40 Tdp1-/-;hTDP1 cells + 20 nM CPT, ATP luminescence, 48 h | AID 686979, 2013 | Potency, µM (doses to about 46.2 µM), inactives show top-dose activity change, negative = growth inhibition, actives largely listed as inhibitors; note: nearly all actives have a fitted effect of over 55% in size
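Cell growth measured by CellTiter-Glo luminescence after a minimum 48 h, 37 C compound exposure with 20 nM CPT in Tdp1-knockout DT40 cells stably expressing hTDP1, seeded 400/well; qHTS titration format.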
KAT2A inh: qHTS Assay for Inhibitors of GCN5L2. GCN5L2 HAT assay, ThioGlo1 CoA-SH fluorescence. Histone acetyltransferase KAT2A (Homo sapiens), Q92830. Potency, µM (top dose mostly 58.9 µM), inactives show at the highest dose activity change, negative = inhibition, most hits filed as inhibitors. 390,000 tested, 0.21% active
Target sequence (Q92830 whole entry, looked up): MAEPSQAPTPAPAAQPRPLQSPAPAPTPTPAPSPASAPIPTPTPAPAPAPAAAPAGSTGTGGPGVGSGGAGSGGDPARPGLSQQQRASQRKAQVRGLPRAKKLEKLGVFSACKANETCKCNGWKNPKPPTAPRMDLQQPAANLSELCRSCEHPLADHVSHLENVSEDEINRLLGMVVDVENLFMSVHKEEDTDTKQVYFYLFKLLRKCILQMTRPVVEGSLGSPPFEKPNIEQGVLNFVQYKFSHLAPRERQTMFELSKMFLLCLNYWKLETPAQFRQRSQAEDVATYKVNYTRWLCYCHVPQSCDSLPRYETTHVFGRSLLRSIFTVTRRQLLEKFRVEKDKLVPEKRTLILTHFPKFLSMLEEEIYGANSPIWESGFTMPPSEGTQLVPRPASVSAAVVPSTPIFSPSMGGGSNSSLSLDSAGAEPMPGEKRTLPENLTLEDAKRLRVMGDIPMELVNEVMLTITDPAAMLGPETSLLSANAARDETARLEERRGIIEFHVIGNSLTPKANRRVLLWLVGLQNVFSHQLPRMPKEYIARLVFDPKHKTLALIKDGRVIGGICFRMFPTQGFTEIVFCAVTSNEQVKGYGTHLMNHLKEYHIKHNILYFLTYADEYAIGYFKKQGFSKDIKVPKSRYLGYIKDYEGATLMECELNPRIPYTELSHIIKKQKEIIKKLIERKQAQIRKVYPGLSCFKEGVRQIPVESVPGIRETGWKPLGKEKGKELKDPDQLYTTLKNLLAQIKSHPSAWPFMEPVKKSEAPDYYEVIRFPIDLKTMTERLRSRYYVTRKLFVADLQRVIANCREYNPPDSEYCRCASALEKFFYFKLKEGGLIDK
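Compounds, pin-transferred from DMSO stocks, meet 20nM GCN5L2 for 15 min before the reaction begins with H3(1-25) peptide (75uM) and acetyl-CoA (70uM). Thiol-reactive ThioGlo1 reports CoA release over 20 min at room temperature.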
DT40 TDP1 no CPT: qHTS for Inhibitors of human tyrosyl-DNA phosphodiesterase 1 (TDP1): qHTS in cells in absence of CPT; DT40 Tdp1-/- hTDP1 cells, no CPT, ATP luminescence, 48 h; Potency, µM (doses to about 46.2 µM), for the others: at the highest dose activity change, negative = growth inhibition, most hits filed as inhibitors; 420,000 tested, 15% active; AID 686978, 2013; note: nearly all actives have a fitted effect of over 55% in size
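Cells were dispensed at 400 per well, compounds added by pin tool, plates incubated ≥48 hr at 37 °C, then CellTiter-Glo added for 30 min at room temperature before luminescence reading. Line: DT40 Tdp1-/- complemented with hTDP1; camptothecin omitted.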
Numbers without * were called inactive; ? = inconclusive; . = no result given; & = joins results of further samples; [ ] = dose if it differs, or a comment. Calls come from the whole dose curve; as a rule, active = well fitted curve in the direction sought with a large enough effect; inconclusive = small, poorly fitted or top-dose-only effect, or another doubt; inactive = no such curve, though single readings can be large; an effect the other way counts as inactive or inconclusive. % is set by controls: 0 for no effect and ±100 for the full control effect; potency is the fitted concentration of half-maximal effect.

SMILES	DT40 TDP1 CPT	KAT2A inh	DT40 TDP1 no CPT
Cc1ccc(N2/C(=N/c3nc(C)cc(C)n3)NC(=O)CC2C(=O)O)cc1 (centres undefined)	-11%	-3%	1%
COc1ccccc1NS(=O)(=O)c1cccc2nsnc12	-20%	-1%	-2%
COc1ccc(S(=O)(=O)NCCSc2ccc(Cl)cc2)cc1OC	?	-6%	?
Oc1ccccc1Nc1nc(NCC2CCCO2)c2ccccc2n1 (centres undefined)	16µM*	0%	26µM*
C/C(=N\O)c1c(C)c2ccccc2n1C	1%	1%	-12%
O=C(/C=C/c1cccc(F)c1)OCC(=O)N1CCCc2ccccc21	5%	-8%	-21%
COc1cccc(CNC(=O)c2cccnc2Sc2ccccc2)c1	-3%	-6%	12%
CN1CCC[C@H]1CCNC(=O)c1c(-c2ccsc2)sc2ccccc12	-2%	0%	1%
COc1ccccc1OCCn1cc(C(=O)c2cccs2)c2ccccc21	?	-9%	10µM*
Cc1cc(NC(=O)c2cccs2)ncc1NC(=O)C(C)C	-8%	-4%	-11%
COc1cc(S(=O)(=O)N(Cc2cccs2)CC2CCCO2)ccc1-n1cnnn1 (centres undefined)	?	-5%	-23%
COc1ccc(CCC(=O)NCC2CCCCC2)cc1OC	-3%	2%	-10%
CCSc1nnc(NC(=O)c2ccc(S(=O)(=O)N(C)C)cc2)s1	0%	-2%	-4%
CCCS(=O)(=O)C/C(N)=N/OC(=O)c1ccccc1Cl	-17%	-7%	-19%
Cc1csc(=O)n1CCC(=O)N(C)Cc1c(F)cccc1Cl	?	1%	16µM*
Cc1c(N)cc2c(c1N)C(C)(C)CC2(C)C	-28%	.	-26%
CC(=O)Nc1ccc(NC(=O)C(C)n2nc([N+](=O)[O-])c(Br)c2C)cc1 (centres undefined)	-29%	-7%	-25%
CCC(Sc1nc(-c2ccccc2)c(-c2ccccc2)[nH]1)C(=O)O (centres undefined)	-15%	-18%	-16%
COc1ccc(S(=O)(=O)N2CC(C(=O)O)Oc3ccc(Cl)cc32)cc1 (centres undefined)	-7%	-7%	16%
CN1/C(=C/C(=O)CSc2ccccc2C(=O)O)C(C)(C)c2ccccc21	?	-15%	9.2µM*
CN(Cc1cc(Cl)cc(Cl)c1)[C@H]1C[C@H]2c3[nH]c4ccccc4c3CCN2C(=O)[C@H]1CO	?	.	?
O=C(O)c1ccc(-c2nnc(-c3ccccc3)o2)cc1	?	0%	-19%
Cc1ccc(C(=O)Nc2cccc(C(O)c3ccccc3)c2)cc1 (centres undefined)	-26%	.	?
Cc1ccc(S(=O)(=O)c2nc(S(C)(=O)=O)sc2N2CCOCC2)cc1	-20%	-7%	10%

Entries from the list above with a Cl atom:
SMILES	DT40 TDP1 CPT	KAT2A inh	DT40 TDP1 no CPT
COc1ccc(S(=O)(=O)NCCSc2ccc(Cl)cc2)cc1OC	?	-6%	?
CCCS(=O)(=O)C/C(N)=N/OC(=O)c1ccccc1Cl	-17%	-7%	-19%
Cc1csc(=O)n1CCC(=O)N(C)Cc1c(F)cccc1Cl	?	1%	16µM*
COc1ccc(S(=O)(=O)N2CC(C(=O)O)Oc3ccc(Cl)cc32)cc1 (centres undefined)	-7%	-7%	16%
CN(Cc1cc(Cl)cc(Cl)c1)[C@H]1C[C@H]2c3[nH]c4ccccc4c3CCN2C(=O)[C@H]1CO	?	.	?

(list continues)
SMILES	DT40 TDP1 CPT	KAT2A inh	DT40 TDP1 no CPT
COc1cccc(N2CC(NC(=O)COc3ccc4ccccc4c3)CC2=O)c1 (centres undefined)	?	4%	?
Cc1ccc(CNc2cc(C(=O)O)ccc2C)s1	0%	0%	-26%
CC(C)C(c1nnnn1Cc1ccccc1)N(CCCO)Cc1cc2cc3c(cc2[nH]c1=O)OCO3 (centres undefined)	?	-19%	16µM*
Cc1cc(C)n(CCC(=O)N/N=C/c2ccc(O)cc2)n1	-14%	0%	-12%
c1ccc(C2=NNC(=NCc3ccc4c(c3)OCO4)SC2)cc1	-29%	2%	?
CC(Nc1nc(-c2ccc(F)cc2)cs1)c1nc2cc(Cl)c(N3CCCCC3)cc2n1CCOCCO (centres undefined)	16µM*	.	21µM*
CCC(C)c1ccc(O)c(N)c1 (centres undefined)	2%	-4%	-8%
CCN1CCN(CCCNC(=O)CS(=O)(=O)Cc2nc(-c3ccccc3C)oc2C)CC1	-12%&-5%	1%&-3%	-6%&-7%
COc1ccc(OC)c(C(c2nnnn2C(C)(C)C)N2CCc3ccccc3C2)c1 (centres undefined)	21µM*	-4%	13µM*
COc1ccccc1CC(=O)NNS(=O)(=O)c1ccc([N+](=O)[O-])cc1	4%	-4%	6%
CCN(CC(=O)Nc1ccc(NC(C)=O)cc1)C(=O)CSCc1c(C)noc1C	4%	0%	-9%
CCc1nc2ccc(C(=O)NCc3ccc(OC)cc3)cn2c1N(C)C(=O)Cc1ccccc1	?	.	21µM*
CS(=O)(=O)Cc1ccc(C(=O)N2CCN(C(=O)c3cccs3)CC2)cc1	-9%	0%	2%
O=c1ccc(Cc2ccc(Cl)cc2)n[nH]1	30%	-11%	-5%
CCc1nc2ccc(C(=O)N(C)CCN(C)C)cn2c1N(C)CCC(C)C	5%	.	?
COc1ccc(N2CCN(C(=O)c3c(C)oc4ncnc(N5CCCCC5)c34)CC2)cc1	?	-3%	15µM*
C/C(=C\C(=O)N1CCc2ccccc21)C(=O)O	-14%	-5%	-8%
Cc1cc([N+](=O)[O-])nn1CC(=O)N(C)Cc1ccccc1	-5%	-20%	-7%
Cc1noc(C)c1C(=O)Nc1nc2ccc(S(C)(=O)=O)cc2s1	-17%	-4%	?
Cc1ccc(NS(=O)(=O)c2cc(C(=O)OCC(=O)NCC3CCCO3)ccc2C)cc1 (centres undefined)	21%	3%	-5%
O=C(NC(=S)Nc1cccnc1)c1ccccc1	-9%	-3%	-19%
O=C(NCC1CCOCC1)c1cccc2c(-c3cccnc3)coc12	-29%	.	?
CCOc1ccc(Cc2n[nH]c(=S)n2Cc2ccccc2)cc1	?	-9%	16µM*
Cc1c(N2C(=O)CSC23C(=O)Nc2ccccc23)c(=O)n(-c2ccccc2)n1C (centres undefined)	-2%	-1%	2%
CCOC(=O)C1(O)CC(C)=NN1C(=O)c1cccc(Cl)c1 (centres undefined)	-11%	-3%	-12%
CC(=O)N1CCCc2cc(S(=O)(=O)CCC(=O)N3CCN(c4ccccc4)CC3)ccc21	?	-10%	?
COCCNC(=O)c1nc2ccccc2s1	22%	0%	-18%
O=C(Oc1ccc2ccc(OC(=O)N3CCOCC3)cc2c1)N1CCOCC1	-8%	0%	-10%
Cc1cnc(C)c(-c2cc(F)cc3c2OC(CNC(=O)C2CCOC2)C3)n1 (centres undefined)	-1%[9.04 µM]	.	2%
COc1ccc(CNC(=O)C/C(C)=N/NC(=O)COc2ccc(C)cc2Br)cc1	2.3µM*	-8%	3.7µM*
CCOC(=O)N1CCN(c2nc(C)cc(C(F)(F)F)n2)CC1	?	-4%	-13%
CC(C)(C)OC(=O)NNC(=O)c1cccs1	-4%	-4%	30%[activator]
Cc1cccc(Nc2nc(-c3ccc(F)cc3)cs2)n1	12µM*	-7%	?
CCC[N+](C)(C)c1ccc(/C=C/c2ccncc2)cc1	0.35µM*	.	0.35µM*
CC1CCN(C(=O)CCNS(=O)(=O)c2ccc3c(c2)c(=O)n(C)c(=O)n3C)CC1	-1%	-1%	1%
CCN(Cc1cc2ccccc2[nH]c1=O)S(=O)(=O)c1ccc(OC)cc1	-23%	-3%	-2%
CCOC(=O)c1c(-c2ccc(OC)cc2)nc2nonc2c1N	?	1%	2.6µM*
O=C(NC1CC1)C1=C[C@@H](c2ccc(C(F)(F)F)cc2)C[C@@H](OCc2ccc(CO)cc2)O1	?	.	?
CCCS(=O)(=O)N1CCC(Cc2ccc(OC)cc2)(C(=O)OCC)CC1	?	-2%	?
Cc1ccc(S(=O)(=O)NC(=O)N2CCN(Cc3c(F)cccc3Cl)CC2)cc1	0%	1%	-9%
Cn1ccnc1SCC(=O)Nc1cc(C(F)(F)F)ccc1N1CCOCC1	-18%	0%	-14%
O=C(Oc1ccc2c(=O)c(Oc3ccc4ccccc4c3)coc2c1)c1cccnc1	-17%	3%	-15%
Cc1ccc(OCCn2c(C)c(/C=N/n3cnnc3)c3ccccc32)cc1	-18%	-5%	-23%
CC(Sc1nnc(-c2ccccc2F)n1C1CC1)C(=O)NC(N)=O (centres undefined)	-12%	-2%	-12%
Cc1ccc(NC(=O)[C@@H]2CCC(=O)N2C2OC(=O)c3ccccc32)cc1Cl (some centres undefined)	17%	0%	-5%
CN1C(=O)N(C)C2CC1N(C)C(=O)N2C	1%	-5%	0%
O=c1nc(/C=C/c2cccn2-c2ccc([N+](=O)[O-])cc2)cc(C(F)(F)F)[nH]1	-37%	-27%	0%
O=C1Nc2ccc(Cl)cc2/C1=C/C1CC=CCC1 (centres undefined)	?	-3%	?

Next part; it opens with the 3 that closed the last part.
SMILES	DT40 TDP1 CPT	KAT2A inh	DT40 TDP1 no CPT
CN1C(=O)N(C)C2CC1N(C)C(=O)N2C	1%	-5%	0%
O=c1nc(/C=C/c2cccn2-c2ccc([N+](=O)[O-])cc2)cc(C(F)(F)F)[nH]1	-37%	-27%	0%
O=C1Nc2ccc(Cl)cc2/C1=C/C1CC=CCC1 (centres undefined)	?	-3%	?
C=CCN1C(=O)C2(OCCCO2)c2cccc(Cl)c21	-8%	-4%	10%
COc1ccccc1CN1CC(C(=O)N2CCOCC2)CCC1=O (centres undefined)	-5%	1%	18%
COC(=O)/C(=C\c1ccc(O)cc1)c1nc2ccccc2[nH]1	?	3%	?
Cc1ccc(Cc2c(-c3ccc(Br)cc3)nc3ccc(Br)cn23)cc1	18µM*	.	?
CCNC(=O)N1CCC(n2nccc2NC(=O)CCOc2ccccc2)CC1	3%	-2%	8%
CCC(=O)N1CCN(c2nc(CC)nc3sc4c(c23)CCCC4)CC1	-27%	-16%	?
O=C(NCCc1ccccc1)C1CCCN1S(=O)(=O)c1ccc(F)cc1 (centres undefined)	?	.	?
O=C(Cc1ccc(F)cc1)N1CCC(CC2CC(c3cccc(Br)c3)=NO2)(C(=O)NCC2CCCCC2)CC1 (centres undefined)	?	-1%	?
COc1ccc(-n2c3c(cc(C(=O)NNc4ccccc4C)c2=O)C(=O)CC(C)(C)C3)cc1	-19%	-2%	?
C[C@@H]1CN([C@@H](C)CO)C(=O)c2cc(Br)cnc2O[C@H]1CN(C)C(=O)NC1CCCC1	-7%	.	-2%
CC(C)(C)c1ccc(-c2noc(-c3ccc4c(c3)CCO4)n2)cc1	1%	0%	?
NS(=O)(=O)c1cccc(NC(=O)CSc2nnc(C3CC3)n2C2CC2)c1	-9%	-3%	26%

Continued; it opens with the four that closed the last part.
SMILES	DT40 TDP1 CPT	KAT2A inh	DT40 TDP1 no CPT
COc1ccc(-n2c3c(cc(C(=O)NNc4ccccc4C)c2=O)C(=O)CC(C)(C)C3)cc1	-19%	-2%	?
C[C@@H]1CN([C@@H](C)CO)C(=O)c2cc(Br)cnc2O[C@H]1CN(C)C(=O)NC1CCCC1	-7%	.	-2%
CC(C)(C)c1ccc(-c2noc(-c3ccc4c(c3)CCO4)n2)cc1	1%	0%	?
NS(=O)(=O)c1cccc(NC(=O)CSc2nnc(C3CC3)n2C2CC2)c1	-9%	-3%	26%
COc1ccc(-c2cc(C(F)F)n3ncc(C(=O)Nc4cccc(S(=O)(=O)N5CCOCC5)c4)c3n2)cc1	-6%	-5%	?
COc1ccc(C(=O)/C(C#N)=N/Nc2cccc([N+](=O)[O-])c2)cc1	5.8µM*	-8%	4.1µM*
COc1ccc(NC(=O)Cn2cnc3c(nc4n3CCCCC4)c2=O)c(OC)c1	-2%	-12%	-1%
CCC(C)n1c(SCC(=O)/C(C#N)=C(\C)N)nc2ccccc2c1=O (centres undefined)	?	-5%	?
C=CCn1c(N)cc(=O)nc1SCC(=O)Nc1ccc(C(=O)OC)cc1	-13%	-5%	3%
OC(c1ccc(F)c(F)c1)c1ncc(-c2cccc(F)c2)[nH]1 (centres undefined)	?	.	-19%

Reformatted: results already given.
Screens in order: DT40 TDP1 CPT, KAT2A inh, DT40 TDP1 no CPT
CN(Cc1cc(Cl)cc(Cl)c1)[C@H]1C[C@H]2c3[nH]c4ccccc4c3CCN2C(=O)[C@H]1CO
  ?, ., ?
CC(C)C(c1nnnn1Cc1ccccc1)N(CCCO)Cc1cc2cc3c(cc2[nH]c1=O)OCO3 (centres undefined)
  ?, -19%, 16µM*
CCOC(=O)N1CCN(c2nc(C)cc(C(F)(F)F)n2)CC1
  ?, -4%, -13%
COCCNC(=O)c1nc2ccccc2s1
  22%, 0%, -18%

Assay outcomes as filed in PubChem BioAssay.

A portion of the library (hit frequency here may not be typical).
